# SR-BI DiI inh = inhibitors of SR-BI mediated HDL lipid uptake, primary screen, ldlA[mSR-BI] cells, fluorescence, single point. Scavenger receptor class B member 1 (Mus musculus), Q61009. ldlA[mSR-BI] CHO cells, DiI-HDL uptake fluorescence, 3 h. inhibition, % at 12.5 µM. hit rate 0.96% among 320,000. AID 488896, 2010;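 active means mean replicate inhibition of at least 70% and a set share of replicates each scoring 70 or more; inconclusive means meets just one of the two criteria; inactive means fails both criteria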;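 further: 0% = median of neutral control wells and 100% = median of positive control wells; values of inactives mirror those of a sister screen read the other way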
# MITF act = activators of MITF-driven TRPM1 promoter reporter, primary screen, cell-based, SK-MEL-5, luciferase, single point | SK-MEL-5 TRPM1-promoter luciferase, 24 h; % of positive control, neutral wells = 0 | hit rate 0.75% among 300,000 | activation, % at 12.5 µM;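 active means mean activation of at least 80% with every replicate also reaching 80%; inconclusive means mean reaches 80% but some replicate falls short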;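 further: 0% = neutral control wells and 100% = parthenolide positive control wells; values of inactives mirror those of a sister screen read the other way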
# dFosB act = activators of delta FosB homodimer, primary screen, biochemical, fluorescence polarization, TAMRA-CDK5 oligo, single point | Protein FosB (Mus musculus), P13346 | purified delta FosB; percent of positive-control signal above neutral wells | activation, % at 25 µM | hit rate 0.99% among 340,000 | AID 493131, 2011;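 active means mean activation above about 17%, with every replicate also reaching it, limit read from the data, passing the limit was not always enough; inconclusive means only one of the two conditions met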;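 further: fluorescence polarization rise as delta FosB binds a TAMRA Cdk5 AP-1 oligo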
# DSG3 Ab inh = inhibitors of pemphigus antibody binding to DSG3, primary screen, biochemical, bead-based, flow cytometry, scFv-GFP. AID 588358, 2011. Desmoglein-3 (Homo sapiens), P32926. DSG3-coupled beads, scFv-anti-DSG3-GFP binding; hits give low values. binding (percent of control), % at 10 µM. hit rate 0.48% among 310,000;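 active means binding more than 3 SD below its plate's average and above zero; inconclusive means below that plate limit but binding exactly zero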;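 further: hits lower antibody fragment binding to DSG3; some compounds called inactive have numbers as strong as hits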
# Target sequence (P32926 whole entry, looked up, the tested form may be a part): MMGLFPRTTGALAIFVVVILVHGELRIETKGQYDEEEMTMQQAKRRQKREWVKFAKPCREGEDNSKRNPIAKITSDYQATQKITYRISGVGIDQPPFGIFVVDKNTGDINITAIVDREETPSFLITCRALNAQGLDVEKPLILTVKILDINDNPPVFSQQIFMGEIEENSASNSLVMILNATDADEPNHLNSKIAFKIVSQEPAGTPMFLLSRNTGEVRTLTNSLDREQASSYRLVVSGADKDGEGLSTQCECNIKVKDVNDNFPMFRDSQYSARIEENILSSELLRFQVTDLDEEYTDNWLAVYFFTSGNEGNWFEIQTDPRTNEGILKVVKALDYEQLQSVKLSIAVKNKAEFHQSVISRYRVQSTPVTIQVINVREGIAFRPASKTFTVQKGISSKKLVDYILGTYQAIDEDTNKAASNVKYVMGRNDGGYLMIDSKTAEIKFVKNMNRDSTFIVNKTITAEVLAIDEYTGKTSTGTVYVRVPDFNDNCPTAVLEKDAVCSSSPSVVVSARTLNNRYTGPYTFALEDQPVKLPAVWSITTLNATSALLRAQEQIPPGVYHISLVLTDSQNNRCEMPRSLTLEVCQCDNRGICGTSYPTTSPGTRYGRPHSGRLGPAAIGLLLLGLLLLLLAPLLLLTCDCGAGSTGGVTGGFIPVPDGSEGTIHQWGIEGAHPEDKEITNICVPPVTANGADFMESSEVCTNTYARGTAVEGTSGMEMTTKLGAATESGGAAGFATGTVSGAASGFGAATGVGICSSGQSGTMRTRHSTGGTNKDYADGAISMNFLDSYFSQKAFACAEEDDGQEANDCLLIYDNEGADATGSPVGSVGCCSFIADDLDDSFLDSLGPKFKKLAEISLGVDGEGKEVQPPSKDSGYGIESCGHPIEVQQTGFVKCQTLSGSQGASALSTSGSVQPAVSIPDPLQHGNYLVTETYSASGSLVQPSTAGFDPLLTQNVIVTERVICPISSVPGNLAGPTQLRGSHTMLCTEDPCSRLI
# Mot1-301 SUMO = yeast Mot1-301 growth rescue at high temperature, primary screen, SUMOylation pathway inhibitor project, S. cerevisiae, ATP luminescence, 38.5C; S. cerevisiae Mot1-301 growth rescue; percent above DMSO median, 100 means doubled; growth rescue, % at 18.8 µM; hit rate 1% among 320,000; AID 2716, 2010;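 active means every valid replicate shows activation above 250% relative to neutral control wells; inactive means the rest, any valid replicate at or below 250%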;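 further: OY570 slx delta 5 strain wells were the positive control but not used for scaling; some compounds called inactive have numbers as strong as hits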
# SR-BI DiI-HDL act = activators of SR-BI mediated DiI-HDL uptake, primary screen, ldlA[mSR-BI] CHO cells, DiI fluorescence; 3 h; 100 = double the neutral-control signal; activation, % at 12.5 µM; hit rate 0.096% among 320,000;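 active means mean replicate activation of at least 60% and every replicate at or above 60%; inconclusive means mean or all-replicate condition met, but not both; inactive means mean below 60% and not all replicates reaching 60%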;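 further: 0% = median plate neutral-control signal and 100% = twice that signal; values of inactives mirror those of a sister screen read the other way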
#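 Test system: SR-BI-overexpressing, LDLR-lacking CHO cells. Measured by: DiI fluorescence, bottom read. Medium: Ham's F12 with 0.5% BSA, HEPES 25 mM, pH 7.4. Timing: 3 h uptake period with compound, 37 °C.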
# PKA-R2B act = activators of PKA-R2B holoenzyme, primary screen, biochemical, fluorescence polarization, Cy5-IP20, human; hit rate 0.079% among 340,000; activation, % at 11.4 µM; PKA-R2B holoenzyme dissociation; R2B truncated from residue 108, S112A mutant; 0% DMSO only, 100% 113 µM cGMP;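 active means activation above a cutoff set at the mean over all compounds plus 3 SD, cut at about 18% in these data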;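 further: higher means more holoenzyme dissociation and a rise in polarization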
# NSD2 HMT inh = NSD2 histone methyltransferase inhibitors, primary screen, biochemical, AlphaScreen, single concentration, set 2; Histone-lysine N-methyltransferase NSD2 (Homo sapiens), O96028; NSD2 peptide methylation, 120 min; inhibition, % at 12.5 µM; hit rate 0.54% among 310,000; AID 743445, 2014; in the data active means inhibition above about 50%
# Arrestin-AP2 inh = inhibitors of beta-arrestin/AP2 binding, primary screen, biochemical, GPCR trafficking, flow cytometry; beta-arrestin 1 C-terminal peptide binding to AP2 beta2-adaptin appendage (human); FITC-arrestin peptide / GST-AP2 beads; AP2 beta2 appendage carries R879A mutation; inhibition, % at 10 µM; hit rate 0.31% among 340,000; AID 504490, 2011;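 active means inhibition above a set limit, near 3 SD of compounds lacking own fluorescence, cut at about 54% in these data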;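 further: plate controls were DMSO wells for no effect and 5 µM unlabelled arrestin peptide for full effect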
#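 System: GST-AP2 R879A glutathione beads | Also added: FITC-arrestin peptide, 50 nM | Times: 12 min plus 1 h, RT | Signal: Bead flow cytometry, FITC channel | Buffer or medium: PBS with 0.05% Tween 20 and 0.1% BSA | Read-out basis: Percent drop in bead-associated FITC signal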
# PKA-R1A activ = activators of PKA-R1A holoenzyme, primary screen, biochemical, fluorescence polarization, Cy5-IP20, bovine R1A, mouse PKAc; PKA-R1A dissociation; scaled: DMSO 0%, 113 µM cGMP 100%; activation, % at 11.4 µM; hit rate 0.083% among 340,000; cAMP-dependent protein kinase type I-alpha regulatory subunit (Bos taurus) + …; AID 504707, 2011;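 active means percent activation above the mean of all tested compounds plus 3 SD, cut at about 19% in these data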;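 further: higher means more PKAc released from R1A so a rise in polarization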
# CDK5 inh = inhibitors of human CDK5/p35 kinase, primary screen, biochemical, single concentration; hit rate 0.01% among 330,000; inhibition, % at 10 µM; Recombinant CDK5/p35, ADP-Glo luminescence, 60 min; AID 488839, 2010;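 active means highest replicate inhibition of at least 50% and at least 75% of replicates reaching 50%; inconclusive means only one of the two criteria met; inactive means both criteria failed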;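 further: plate controls were DMSO neutral control for no effect and GW8510 at 10 µM for full effect; many of its hits are not listed in these tables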
# The depositor's hits bear a star; i = inactive; u = inconclusive; x = not tested or not shown; + = active, no number.
SMILES,SR-BI DiI inh,MITF act,dFosB act,DSG3 Ab inh,Mot1-301 SUMO,SR-BI DiI-HDL act,PKA-R2B act,NSD2 HMT inh,Arrestin-AP2 inh,PKA-R1A activ,CDK5 inh
CC(Oc1ccc(F)cc1)C(=O)N(CCC1=CCCCC1)c1c(N)n(Cc2ccccc2)c(=O)[nH]c1=O (stereo not drawn),6,-14,-10,92,12,-6,-1,13,6,-5,1.6
O=C(COc1ccccc1)N1CCN(C(=O)COc2ccccc2)CC1,1,-5,-3,x,-10,-1,0,-7,21,-10,1.3
Cc1ccc(CNC(=O)c2cc3c(=O)n4ccccc4nc3n(Cc3ccco3)c2=N)cc1,6,-9,25*,67,12,-6,-14,-1,19,-7,-0.8
CCN(CC)S(=O)(=O)c1ccc(N2CCN(C)CC2)c(NC(=O)CN2C(=O)NC3(CCCCC3)C2=O)c1,-19,-1,-12,x,x,19,2,0,41,6,-1.0
O=C(NCc1ccc(F)cc1)c1ccncc1,-42,x,6,135,-18,42,-13,7,-2,5,1.0
CC1CCCC(C)N1S(=O)(=O)c1ccc(NC(=O)CCn2cnc3ccccc3c2=O)cc1 (stereo not drawn),9,11,12,93,-8,-9,8,-1,18,-4,-0.3
O=C(O)c1ccc(CNCc2ccc(F)cc2)cc1,-20,4,0,96,5,20,-3,4,42,-8,3.6
CC(C)(C)n1nc2c(c1NC(=O)c1ccc(S(=O)(=O)N3CCCC3)cc1)CSC2,u,-9,-16,127,34,-71,-3,x,2,7,-1.5
CCOc1ccc(NC(=O)Cc2cccc3ccccc23)c([N+](=O)[O-])c1,33,0,-2,158,-1,-33,1,-4,14,-7,1.4
Cc1ccc(S(=O)(=O)N2CCNC(=O)CC2)cc1,-7,7,3,100,13,7,-8,x,15,-12,-5.6
C=CCOC(=O)C1=C[C@H](c2ccc3c(c2)OCO3)C[C@H](OCCCCO)O1,17,10,-18,99,12,-17,-3,x,-4,-11,-1.6
COc1cc(CC(=O)OCC(=O)N2CC(C)CC(C)C2)cc(OC)c1OC (stereo not drawn),1,1,3,82,-9,-1,3,1,18,8,1.2
Cc1ccc2c(c1)nnn2C1CCN(S(=O)(=O)c2ccc(C(=O)O)cc2)CC1,1,11,-5,115,20,-1,5,0,7,-4,-0.9
O=C(CNC(=O)c1ccc(Cl)cc1)OCC(=O)c1ccc2c(c1)OCCO2,9,-1,-6,100,-1,-9,-1,-5,-6,8,0.1
CC1(C)Cc2c(sc3nc(N/N=C/c4ccccc4)[nH]c(=O)c23)CO1,25,7,4,100,5,-25,2,-2,29,-10,-0.2
Cc1ccc(N=C2CCCN2Cc2ccccc2)c(C#N)c1,25,27,-4,89,-5,-25,-4,-5,29,-14,-2.5
CN1CCN(C2=C(Cl)C(=O)N(C3CCCCC3)C2=O)CC1,18,x,-8,105,-6,-18,-14,1,11,1,-1.7
O=C(CNS(=O)(=O)c1ccc(Br)s1)NC1CCCc2ccccc21 (stereo not drawn),-1,3,-1,99,i,1,-7,-2,-3,1,-2.5
COc1ccc2c(-c3ccccc3)cc(=O)[nH]c2c1,13,6,-1,100,11,-13,-7,x,-5,-1,-0.1
CC1(c2ccc(OC(F)F)cc2)NC(=O)N(CC(=O)Nc2cccnc2Cl)C1=O (stereo not drawn),-10,4,-9,94,-33,10,3,-2,5,1,-1.4
COc1ccc(N(CCC(=O)O)S(=O)(=O)c2ccc(C)cc2C)cc1,-13,0,4,103,3,13,-1,-2,3,0,0.5
COc1cc(OC)cc(-c2cc(N3C(=O)Nc4ccccc4N3O)n[nH]2)c1,-22,-2,-4,77,5,22,-5,-2,4,0,1.5
CN(Cc1ccc(Cl)cc1)C(=O)c1ccccc1SCC(=O)N1CCCC1,28,-8,-5,98,x,-28,-14,-3,-7,-13,1.2
Cc1noc(C)c1NC(=O)N(C)C[C@H]1Oc2ccc(NC(=O)C3CCCCC3)cc2C(=O)N([C@H](C)CO)C[C@@H]1C,-18,-1,-3,101,6,18,7,x,-3,-5,0.0
COC(=O)CSc1ccc(-c2nc3ccc(C)cc3[nH]2)cn1,-25,32,1,102,x,25,-3,2,4,-3,-0.8
COc1cccc(N2CCN(C(=O)c3ccc(CS(=O)c4ccc(C)cc4)o3)CC2)c1 (stereo not drawn),15,-8,-8,104,5,-15,-7,30,1,-8,-9.7
CCCCN(C(=O)C(CCSC)N1C(=O)c2ccccc2C1=O)c1c(N)n(CCC)c(=O)[nH]c1=O (stereo not drawn),-9,-1,-3,103,-4,9,7,47,1,-6,-1.7
Cc1csc(CNc2ncnc3ccc(-c4ccccc4Cl)cc23)c1,-48,14,-2,103,+,48,-11,x,-7,2,2.3
Cc1ccnc(NC(=O)CCC(=O)N(CC(=O)NCCc2ccccc2)c2ccccc2F)c1,x,x,-11,108,17,x,1,3,14,3,0.6
Cc1ccccc1NC(=O)C(C)OC(=O)C1CC(=O)N(Cc2ccco2)C1 (stereo not drawn),-6,5,-3,x,-12,6,-1,1,-5,-1,-2.7
CC(Oc1cc2oc(=O)c3c(c2cc1Cl)CCC3)C(=O)NCC1CCC(C(=O)O)CC1 (stereo not drawn),-8,-6,-2,103,-1,x,6,-3,-17,-2,-1.6
CCc1cccc(C)c1NC(=S)NCc1ccc2[nH]c(C)cc2c1,69,-5,-1,90,3,-69,-14,x,9,-4,-1.4
COc1ccc(C(=O)Oc2ccc3c(c2)OCO3)cc1OC,8,62,0,21*,2,-8,-5,-1,-6,-6,-3.1
COc1cccc(CCc2nnc(CCC(=O)N3CCN(Cc4ccccn4)CC3)o2)c1,4,-6,-7,96,-17,-4,1,-1,20,8,-0.4
CCCCCSc1ncccc1C(=O)O,-2,1,0,98,256,2,-7,2,6,-9,3.0
CCc1ccc(C(=O)NNC(=O)C2CCN(c3ncnc4sc(C)c(C)c34)CC2)cc1,68,-6,10,110,36,-68,-10,-7,-2,-8,0.5
CC(C)N(C#N)c1nc(N2CCOCC2)nc(N2CCOCC2)n1,-7,x,-9,103,894,7,-2,-9,-2,-6,0.7
CN(C)S(=O)(=O)c1ccc(NC(=O)c2c(F)cccc2Cl)cc1,11,2,-4,94,-15,-11,-10,1,0,-1,-0.8
Nc1nc2ccccc2n1/N=C/c1cccnc1,-35,2,-4,108,-5,35,8,0,27,6,1.6
CSCCC(NC(=O)COc1ccccc1)C(=O)N1CCCC(C)C1 (stereo not drawn),-14,0,-6,101,41,14,-10,-3,-15,-3,0.8
CC1CN(C(=O)CCC(=O)N2CCOCC2)c2ccccc2O1 (stereo not drawn),-22,x,-2,99,-11,22,1,x,18,-9,0.2
S=C(NCCN1CCOCC1)NC1CCCCC1,-10,-8,2,115,-11,10,-7,-5,-12,7,0.3
O=C(NN1C(=O)c2cc(Br)ccc2NC1c1ccccc1Cl)c1ccncc1 (stereo not drawn),-11,-15,3,97,-34,11,5,5,10,0,0.0
Cc1ccc(C(=O)NC(=S)Nc2ccccc2N2CCOCC2)cc1C,47,-3,-5,118,-5,-47,-3,2,0,8,1.9
CC(C)CN(C)C(=O)CC1C(=O)NCCN1C (stereo not drawn),-19,-10,-7,99,-14,19,-11,-2,8,-4,-0.8
COc1cccc(-c2nn(-c3ccccc3)cc2C(=O)O)c1,1,0,-3,96,x,-1,-3,-2,10,0,0.6
CCN(C#N)c1nc(NC(C)C)nc(NC(C)(C)C)n1,-29,0,-9,x,7,29,5,0,36,-2,0.3
CCc1nnc(NC(=O)c2cc(-c3ccccc3)nn2-c2ccccc2)s1,47,1,-14,100,1,-47,-7,1,3,-15,-0.5
CN(C(=O)COc1coc(CN2CCN(c3ccccc3)CC2)cc1=O)c1ccccc1,-5,-4,0,103,8,5,2,-1,-17,3,0.2
Cc1ccc(NS(=O)(=O)c2ccc(C(=O)N3CC(C)OC(C)C3)cc2)cc1 (stereo not drawn),6,-3,-5,104,16,-6,-2,0,14,-5,1.7
CCCN(C(=O)/C=C/c1ccco1)c1c(N)n(Cc2ccccc2)c(=O)[nH]c1=O,-24,-2,-6,94,-13,24,-7,-2,11,1,0.9
CN(CC(=O)Nc1cccc(F)c1)C(=O)c1ccccc1CCc1ccccc1,15,2,-11,99,4,-15,3,0,-2,-2,1.4
CNC(=S)NNC(=O)CNc1ccc(C)c(Cl)c1,2,-7,-6,98,7,-2,7,-5,4,-5,0.7
O=[N+]([O-])c1ccc(C2=NN(CCO)C(=Nc3ccc(OC(F)(F)F)cc3)SC2)cc1,-7,-5,-16,106,13,7,4,0,-3,-10,-0.4
COc1ccc(NC(=O)CCN2CCN(C/C=C/c3ccccc3)CC2)cc1,-9,x,-8,121,6,9,-2,-2,11,-15,-0.3
CCOC(=O)c1cnc2c(cnn2C)c1NCCC#N,x,x,-9,x,2,x,10,-1,3,1,1.4
CN(c1ccc(C(=O)NCc2cccnc2)cc1)S(C)(=O)=O,-19,-19,-3,113,-12,19,-2,0,16,-5,-0.4

# Bioassay records as filed in PubChem.
